Screening data as filed in PubChem.
Mtb BioA inh: BioA (M. tuberculosis) enzyme inhibition. purified M. tuberculosis BioA enzyme, plate reader. 360,000 compounds, 0.096% hits. inhibition, % at 9.99 µM; in the data active = inhibition above about 40%
An asterisk follows results filed as active. Some of the compounds tested. The share of hits here may be higher or lower than overall.

Start of the listing, in advance (six entries):
SMILES | Mtb BioA inh
O=C(C[C@@H]1C[C@H]2c3cc(NS(=O)(=O)c4ccccc4)ccc3O[C@H]2[C@H](CO)O1)NCC(F)(F)F | 1.0
CCCN1C[C@H](C)[C@@H](OC)CN(C)C(=O)c2cc(NC(=O)c3cnccn3)ccc2OC[C@@H]1C | 0.6
COc1cccc(C(=O)Nc2ccc3c(c2)C(=O)N(C)C[C@@H](OC)[C@H](C)CN[C@@H](C)CO3)c1 | -1.0
CC(C)NC(=O)N(C)C[C@@H]1Oc2c(NC(=O)c3ccncc3)cccc2C(=O)N([C@@H](C)CO)C[C@@H]1C | 8.8
C[C@H](CO)N1C[C@H](C)[C@@H](CN(C)S(C)(=O)=O)Oc2ccc(NC(=O)Nc3cccc4ccccc34)cc2CC1=O | -0.5
CN(C)C(=O)C[C@H]1C=C[C@@H](NC(=O)C2CC2)[C@H](CO)O1 | -3.1

The listing (from the top)
SMILES | Mtb BioA inh
O=C(C[C@@H]1C[C@H]2c3cc(NS(=O)(=O)c4ccccc4)ccc3O[C@H]2[C@H](CO)O1)NCC(F)(F)F | 1.0
CCCN1C[C@H](C)[C@@H](OC)CN(C)C(=O)c2cc(NC(=O)c3cnccn3)ccc2OC[C@@H]1C | 0.6
COc1cccc(C(=O)Nc2ccc3c(c2)C(=O)N(C)C[C@@H](OC)[C@H](C)CN[C@@H](C)CO3)c1 | -1.0
CC(C)NC(=O)N(C)C[C@@H]1Oc2c(NC(=O)c3ccncc3)cccc2C(=O)N([C@@H](C)CO)C[C@@H]1C | 8.8
C[C@H](CO)N1C[C@H](C)[C@@H](CN(C)S(C)(=O)=O)Oc2ccc(NC(=O)Nc3cccc4ccccc34)cc2CC1=O | -0.5
CN(C)C(=O)C[C@H]1C=C[C@@H](NC(=O)C2CC2)[C@H](CO)O1 | -3.1
C[C@@H]1CCCCO[C@H](CN(C)Cc2ccccc2)[C@@H](C)CN([C@@H](C)CO)C(=O)c2cc(NC(=O)Nc3ccc4c(c3)OCO4)ccc2O1 | -3.2
COc1ccc(CN2[C@@H](CO)[C@@H]3c4ccccc4N(C(=O)CC(F)(F)F)C[C@@H]32)cc1 | 4.3
CCCNC(=O)C[C@H]1C[C@@H]2c3cc(NC(=O)Nc4ccccc4)ccc3O[C@@H]2[C@@H](CO)O1 | 0.5
COC(=O)C[C@@H]1C[C@@H]2c3cc(NC(=O)NC4CCCC4)ccc3O[C@@H]2[C@H](CO)O1 | 0.2
CN1[C@@H]2Cn3c(ccc(-c4cccc(F)c4)c3=O)[C@H]1[C@@H](C(=O)NCc1ccccc1)[C@@H]2CO | 0.6
O=C(C[C@@H]1C[C@H]2c3cc(NS(=O)(=O)c4ccc(F)cc4)ccc3O[C@H]2[C@@H](CO)O1)N1CCOCC1 | 2.3
O=C(C[C@H]1CC[C@H](NC(=O)c2cccc(F)c2)[C@@H](CO)O1)NCCN1CCCC1 | -0.8
COc1ccc(S(=O)(=O)Nc2ccc3c(c2)CC(=O)N([C@H](C)CO)C[C@H](C)[C@H](CN(C)Cc2ccc(Cl)c(Cl)c2)O3)cc1 | -0.2
C[C@@H]1CCCCO[C@H](CN(C)C(=O)CCC(F)(F)F)[C@@H](C)CN([C@H](C)CO)C(=O)c2cc(NC(=O)Nc3ccc4c(c3)OCO4)ccc2O1 | 0.0
C[C@@H]1CN([C@H](C)CO)C(=O)c2cc(NC(=O)CCN3CCOCC3)ccc2O[C@@H]1CN(C)Cc1ccccc1 | -1.0
COc1ccc(NC(=O)N(C)C[C@@H]2Oc3ccc(NC(=O)Cc4cn(C)c5ccccc45)cc3CC(=O)N([C@H](C)CO)C[C@H]2C)cc1 | -0.2
C[C@@H]1CCCCO[C@@H](CN(C)Cc2ccc(Cl)c(Cl)c2)[C@H](C)CN([C@@H](C)CO)C(=O)c2cc(NC(=O)c3ccccc3)ccc2O1 | 1.0
O=S(=O)(N[C@@H]1CC[C@@H](CCn2cc(-c3cccc(F)c3)nn2)O[C@@H]1CO)c1ccc(Cl)cc1 | 5.1
COCC(=O)Nc1ccc2c(c1)OC[C@@H](C)N(C(=O)c1ccncc1)C[C@@H](C)[C@@H](OC)CN(C)C2=O | -0.2
O=C(C[C@@H]1C=C[C@@H](NC(=O)c2ccccc2)[C@@H](CO)O1)Nc1ccc(-c2ccccc2)cc1 | -2.7
C[C@H]1CN([C@@H](C)CO)C(=O)Cc2cc(NC(=O)Nc3cccc4ccccc34)ccc2O[C@@H]1CN(C)C(=O)Nc1cccc2ccccc12 | -1.4
C[C@H](CO)N1C[C@H](C)[C@H](CN(C)S(=O)(=O)c2ccccc2)OCCCC[C@H](C)Oc2ccc(NC(=O)Nc3ccc(C(F)(F)F)cc3)cc2C1=O | 2.2
C[C@H]1CN([C@@H](C)CO)C(=O)c2cc(C3=CCCCC3)cnc2O[C@@H]1CN(C)CC1CCCC1 | 0.7
COc1ccc(-c2ccc([C@H]3[C@@H](C#N)N(C(=O)C4CCCC4)[C@@H]3CO)cc2)cc1 | 4.0
C[C@@H]1CN([C@H](C)CO)C(=O)CCCn2cc(nn2)CO[C@@H]1CN(C)C(=O)Nc1ccc2c(c1)OCCO2 | 0.3
C[C@@H]1CN([C@H](C)CO)C(=O)c2cc(NS(C)(=O)=O)ccc2O[C@H]1CN(C)Cc1ccncc1 | -2.7
CNC[C@H]1Oc2ncc(-c3ccc(C#N)cc3)cc2C(=O)N([C@@H](C)CO)C[C@H]1C | 0.0
C[C@H]1CN([C@@H](C)CO)S(=O)(=O)c2ccc(Br)cc2O[C@H]1CN(C)C(=O)C1CCCCC1 | 6.8
COc1cccc(S(=O)(=O)N2CCCCN3[C@H](C2)[C@H](c2ccc(C#CC4CC4)cc2)[C@@H]3CO)c1 | 4.8
C[C@H]1CN([C@@H](C)CO)C(=O)c2cc(C#Cc3cccc(F)c3)cnc2O[C@@H]1CN(C)CC1CCOCC1 | 6.0
Cc1noc(C)c1S(=O)(=O)N(C)C[C@H]1OCCCC[C@H](C)Oc2ccc(NS(=O)(=O)c3ccc(Cl)cc3)cc2C(=O)N([C@H](C)CO)C[C@@H]1C | -0.1
C[C@@H]1CN([C@H](C)CO)C(=O)c2cc(C#CC3(O)CCCC3)cnc2O[C@H]1CN(C)C(=O)Nc1ccc2c(c1)OCO2 | 0.2
O=C(C[C@@H]1CC[C@@H]2[C@H](COC[C@H](O)CN2S(=O)(=O)c2ccccc2Cl)O1)N1CCC(Cc2ccccc2)CC1 | 2.6
CO[C@@H]1CN(C)C(=O)c2cc(NC(C)=O)ccc2OC[C@H](C)N(Cc2cc(F)ccc2F)C[C@@H]1C | 2.6
C[C@H]1CCCCO[C@@H](CN(C)C(=O)Nc2ccccc2)[C@@H](C)CN([C@@H](C)CO)C(=O)c2cc(NC(=O)Nc3ccc(F)cc3)ccc2O1 | -1.9

Part of the list above, with each value named:
canonical_smiles: COc1cccc(S(=O)(=O)N2CCCCN3[C@H](C2)[C@H](c2ccc(C#CC4CC4)cc2)[C@@H]3CO)c1
- Mtb BioA inh = 4.8
canonical_smiles: C[C@H]1CN([C@@H](C)CO)C(=O)c2cc(C#Cc3cccc(F)c3)cnc2O[C@@H]1CN(C)CC1CCOCC1
- Mtb BioA inh = 6.0

New compounds follow
SMILES | Mtb BioA inh
O=C(C[C@@H]1C[C@@H]2c3cc(NC(=O)c4cccnc4)ccc3O[C@@H]2[C@@H](CO)O1)NCCc1ccccc1 | 41*
CCC(=O)N1[C@@H](CO)[C@@H](c2ccc(-c3ccc(F)cc3)cc2)[C@@H]1CNC(C)=O | 2.0
COc1ccccc1-c1ccc([C@@H]2[C@@H](C#N)N(C(=O)CN(C)C)[C@H]2CO)cc1 | -2.4
CC(C)NC(=O)Nc1ccc2c(c1)CC(=O)N([C@H](C)CO)C[C@@H](C)[C@@H](CN(C)Cc1ccc(Cl)c(Cl)c1)O2 | 0.6
Cc1ccc(S(=O)(=O)Nc2ccc3c(c2)CC(=O)N([C@H](C)CO)C[C@H](C)[C@@H](CN(C)C)O3)cc1 | 0.9
C[C@@H]1CN([C@@H](C)CO)C(=O)c2cc(NC(=O)Cc3ccccc3)ccc2O[C@H]1CN(C)S(=O)(=O)c1ccc(Cl)cc1 | -2.7
COc1cccc(C#Cc2ccc([C@@H]3[C@@H](CO)N(C(=O)C4CCOCC4)[C@H]3C#N)cc2)c1 | -2.4
COc1ccc(CNC(=O)C[C@H]2CC[C@@H](NS(=O)(=O)c3cccc(OC)c3)[C@@H](CO)O2)cc1 | -1.6
O=C(C[C@H]1CC[C@H]2[C@@H](COC[C@H](O)CN2Cc2ccc(F)cc2)O1)N1CCc2ccccc2C1 | 1.4
O=C(c1cccc(F)c1)N1CCCCN2[C@H](CO)[C@@H](c3ccc(-c4cncnc4)cc3)[C@@H]2C1 | 0.0
O=C1O[C@H](c2ccccc2)[C@H](c2ccccc2)N2[C@H]1[C@@H](C(=O)O)[C@]1(C(=O)Nc3ccc(C#CCCO)cc31)[C@H]2c1ccc(O)cc1 | -2.4
COCC(=O)Nc1ccc2c(c1)OC[C@H](C)N(Cc1cccnc1)C[C@@H](C)[C@@H](OC)CN(C)C2=O | -1.0
C[C@H]1CN([C@@H](C)CO)C(=O)c2cc(NC(=O)CCCN(C)C)ccc2O[C@@H]1CN(C)Cc1ccncc1 | 0.9
Cc1ccc(S(=O)(=O)Nc2ccc3c(c2)C(=O)N([C@H](C)CO)C[C@@H](C)[C@@H](CN(C)C(=O)CCC(F)(F)F)OCCCC[C@H](C)O3)cc1 | 0.1
Cc1noc(C)c1NC(=O)Nc1ccc2c(c1)CC(=O)N([C@@H](C)CO)C[C@H](C)[C@H](CN(C)S(=O)(=O)c1cn(C)cn1)O2 | 1.9
COc1ccccc1S(=O)(=O)N1CC[C@H]2[C@@H](CO)N(C)c3ccc(-c4ccc(C#N)cc4)cc3[C@H]21 | -0.7
O=C(c1ccc(F)cc1)N1CCCCN2[C@H](C1)[C@H](c1ccc(C#CC3(O)CCCC3)cc1)[C@@H]2CO | -0.2
C[C@@H]1CN([C@@H](C)CO)C(=O)c2cc(C#CCN(C)C)cnc2O[C@@H]1CN(C)Cc1ccc2c(c1)OCO2 | 2.0
C[C@H](CO)N1C[C@H](C)[C@@H](CN(C)Cc2ccc(C(F)(F)F)cc2)OCCCC[C@H](C)Oc2ccc(NS(=O)(=O)c3cn(C)cn3)cc2C1=O | -0.8
CCCNC(=O)N[C@@H]1C=C[C@@H](CC(=O)N2CCN(C)CC2)O[C@@H]1CO | -2.2
C[C@@H]1CN([C@@H](C)CO)C(=O)c2cccc(NC(=O)Nc3ccccc3)c2O[C@H]1CN(C)CC1CCCCC1 | -0.7
COc1cccc(-c2cn(CC[C@@H]3CC[C@@H](NC(=O)CC4CC4)[C@H](CO)O3)nn2)c1 | 3.8
CC(C)CC#Cc1cnc2c(c1)C(=O)N([C@@H](C)CO)C[C@@H](C)[C@H](CN(C)C(=O)Cc1ccncc1)O2 | -3.1
CCCC(=O)Nc1ccc2c(c1)OC[C@@H](C)NC[C@@H](C)[C@@H](OC)CN(C)C2=O | -0.2
CNC[C@@H]1Oc2c(NS(=O)(=O)c3ccc(F)cc3)cccc2C(=O)N([C@@H](C)CO)C[C@H]1C | -1.0
CCCNC(=O)C[C@@H]1CC[C@H]2[C@@H](COc3ccc(NC(=O)Cc4cccs4)cc3C(=O)N2C)O1 | -0.5
C[C@@H]1CN([C@@H](C)CO)C(=O)c2cc(NC(=O)c3ccncc3)ccc2O[C@@H]1CN(C)Cc1ccc(-c2ccccc2)cc1 | 4.7
C[C@@H]1CN([C@H](C)CO)C(=O)c2cc(NS(=O)(=O)c3cn(C)cn3)ccc2O[C@@H](C)CCCCO[C@H]1CN(C)CC1CCCCC1 | -1.0
CCCNC(=O)N1C[C@@H](C)[C@@H](OC)CN(C)C(=O)c2cc(NS(C)(=O)=O)ccc2OC[C@@H]1C | -5.0
N#C[C@H]1[C@@H](c2ccc(C#Cc3ccc(F)cc3)cc2)[C@H](CO)N1C(=O)C1CCC1 | -0.2
CCOC(=O)N(C)C[C@H]1OCc2ccccc2-c2c(n(C)c3ccccc23)C(=O)N([C@@H](C)CO)C[C@@H]1C | 2.1
COc1cccc(NC(=O)N[C@H]2CC[C@H](CC(=O)Nc3ccccc3)O[C@H]2CO)c1 | 7.1
N#Cc1cccc(-c2ccc3c(c2)[C@@H]2[C@@H](CCN2S(=O)(=O)c2ccccc2F)[C@@H](CO)N3)c1 | -1.6
CC(C)NC(=O)Nc1ccc2c(c1)C(=O)N([C@@H](C)CO)C[C@H](C)[C@H](CN(C)CC1CCCCC1)O2 | -1.5
COc1ccc(CNC(=O)C[C@H]2C=C[C@@H](NS(=O)(=O)c3cccc(OC)c3)[C@H](CO)O2)cc1 | -2.0
C[C@@H]1CN([C@@H](C)CO)C(=O)c2cc(NC(=O)Nc3ccc4c(c3)OCO4)ccc2O[C@@H](C)CCCCO[C@@H]1CN(C)C(=O)Nc1ccc2c(c1)OCO2 | -1.7
COc1ccc(NC(=O)Nc2cccc3c2O[C@H](CN(C)S(=O)(=O)c2cccs2)[C@H](C)CN([C@@H](C)CO)C3=O)cc1 | -2.0
C[C@@H]1CN([C@H](C)CO)C(=O)c2cccc(NC(=O)Nc3cccc4ccccc34)c2O[C@@H]1CN(C)Cc1ccc(Cl)c(Cl)c1 | -0.1
C[C@@H]1CCCCO[C@H](CN(C)S(C)(=O)=O)[C@H](C)CN([C@@H](C)CO)C(=O)c2cc(NS(C)(=O)=O)ccc2O1 | 2.1
C[C@H](NC(=O)C[C@@H]1C[C@H]2c3cc(NC(=O)Cc4ccncc4)ccc3O[C@H]2[C@@H](CO)O1)c1ccccc1 | -1.8
Cc1noc(C)c1NC(=O)N(C)C[C@H]1Oc2ncc(C#CC3CCCCC3)cc2C(=O)N([C@H](C)CO)C[C@@H]1C | 0.7
Cc1noc(C)c1NC(=O)N(C)C[C@@H]1Oc2ncc(C#CC3CCCC3)cc2C(=O)N([C@@H](C)CO)C[C@H]1C | -0.9
CO[C@@H]1CN(C)C(=O)c2cc(NC(C)=O)ccc2OC[C@@H](C)N(C(=O)NC2CCCCC2)C[C@H]1C | 2.7
